Screens from PubChem.
FadD28 binding – blocks FadD28 binding to the bisubstrate probe. fluorescence polarization. inhibition, % at 12.5 µM. 0.22% of 360,000 active; in the data active = inhibition above about 8.5%, passing the limit was not always enough; inconclusive = no clear call, values can overlap the other calls
GDH-TPI counter – GDH-TPI coupled enzyme inhibition counter-screen | AID 588335 | inhibition, % at 4.8 µM | 1.2% of 360,000 active | GDH-TPI coupled enzyme counterscreen, NADH absorbance; in the data active = inhibition above about 30%;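 note: 0% = DMSO wells and 100% = wells lacking the enzyme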
BioA inh – inhibitors of Mycobacterium tuberculosis BioA enzyme; purified M. tuberculosis BioA enzyme, plate reader; inhibition, % at 9.99 µM; 0.096% of 360,000 active; in the data active = inhibition above about 40%; inconclusive = no clear call, values can overlap the other calls
PrPC surface inh – inhibitors of human cell surface prion protein PrPC; P04156; TR-FRET read-out; inhibition, % at 13.8 µM; 0.43% of 370,000 active; AID 720596; in the data active = inhibition above about 24%; note: 0% = median of the test wells and 100% = reference compound wells
FBA Mtb inh – inhibits M. tuberculosis FBA enzyme | P9WQA3 | purified M. tuberculosis FBA, fluorescence read-out | inhibition, % at 1 µM | 2.3% of 360,000 active | AID 588726; in the data active = inhibition above about 27%;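 note: 0% = vehicle and 100% = reference inhibitor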
Target sequence (P9WQA3 whole entry, looked up): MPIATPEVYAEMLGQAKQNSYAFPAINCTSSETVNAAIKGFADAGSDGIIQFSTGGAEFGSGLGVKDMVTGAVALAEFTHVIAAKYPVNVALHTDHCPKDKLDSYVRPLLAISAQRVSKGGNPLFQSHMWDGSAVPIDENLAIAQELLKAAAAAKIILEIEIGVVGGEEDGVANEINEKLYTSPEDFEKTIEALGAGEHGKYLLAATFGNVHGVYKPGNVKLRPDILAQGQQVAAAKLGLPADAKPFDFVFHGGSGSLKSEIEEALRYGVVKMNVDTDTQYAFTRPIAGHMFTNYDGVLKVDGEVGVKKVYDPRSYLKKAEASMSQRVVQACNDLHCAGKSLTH
MazEF act – activators of E. coli MazEF toxin-antitoxin RNase. activation, % at 20 µM. 0.32% of 350,000 active. FAM/BHQ RNA-DNA oligo cleavage fluorescence, 5 h. P0AE70; in the data active = activation above about 50%
Target sequence (P0AE70 whole entry, looked up): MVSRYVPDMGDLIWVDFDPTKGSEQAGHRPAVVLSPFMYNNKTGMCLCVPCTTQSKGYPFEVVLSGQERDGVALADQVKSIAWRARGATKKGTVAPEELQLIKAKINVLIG
Rv3671c protease – inhibitors of M. tuberculosis serine protease Rv3671c. P9WHR9. inhibition, % at 5.96 µM. 0.048% of 320,000 active. AID 2606; in the data active = inhibition above about 38%;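 note: extracellular domain of Rv3671c used as enzyme; 0% = enzyme with DMSO and 100% = no enzyme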
BoNT-F LC inh – BoNT F light chain protease inhibition | Multiplex microsphere protease cleavage assay, flow cytometry | inhibition, % at 10 µM | 0.22% of 360,000 active | AID 588497; in the data active = inhibition above about 35%, passing the limit was not always enough; inconclusive = no clear call, values can overlap the other calls; note: plate controls were buffer without enzyme for full effect and enzyme alone for no effect
UGM FP inh – inhibitors of M. tuberculosis UDP-galactopyranose mutase | purified UGM, fluorescence polarization probe displacement | inhibition, % at 10 µM | 0.06% of 320,000 active | AID 504406; in the data active = inhibition above about 10%, passing the limit was not always enough; inconclusive = no clear call, values can overlap the other calls
Target sequence (P9WIQ1 whole entry, looked up): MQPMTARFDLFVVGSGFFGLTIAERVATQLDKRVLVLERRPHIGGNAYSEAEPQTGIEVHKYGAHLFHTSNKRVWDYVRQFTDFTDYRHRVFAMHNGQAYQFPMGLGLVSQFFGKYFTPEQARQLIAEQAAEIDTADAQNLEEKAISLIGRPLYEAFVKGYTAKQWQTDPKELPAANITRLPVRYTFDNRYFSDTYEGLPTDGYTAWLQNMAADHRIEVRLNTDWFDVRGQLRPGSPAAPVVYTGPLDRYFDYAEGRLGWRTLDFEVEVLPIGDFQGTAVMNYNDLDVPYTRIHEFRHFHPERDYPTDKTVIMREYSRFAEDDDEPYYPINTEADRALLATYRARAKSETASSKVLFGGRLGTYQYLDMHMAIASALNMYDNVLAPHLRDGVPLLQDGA
Starred values were filed as active, the others as inactive; ? = inconclusive; . = not tested or not shown; + = active, no number. Compounds were not picked by outcome. About 4.8% of those tested had a hit in this group.

SMILES	FadD28 binding	GDH-TPI counter	BioA inh	PrPC surface inh	FBA Mtb inh	MazEF act	Rv3671c protease	BoNT-F LC inh	UGM FP inh
O=C(c1cc(-c2ccc(Cl)cc2)nc2ccccc12)N1CCOCC1	-1.8	9	-0.8	-5	-2	2	4	4	-1.3
O=C(CN1C(=O)CSc2ccccc21)Nc1ccc2c(c1)OCCO2	-0.6	11	.	-1	2	14	5	-14	-2.9
Cc1onc(-c2ccccc2Cl)c1C(=O)Nc1cccc(S(=O)(=O)NC2=NCCC2)c1	-1.4	-3	.	3	-2	-3	3	2	-2.4
CCCCn1c(N)c(C(=O)OCC2CCCO2)c2nc3ccccc3nc21 (stereo not given)	-9.1	18	5.8	.	+	2	-158	-5	3.1
c1ccc(-c2n[nH]c(-c3ccccc3)c2-c2nc3ccccc3[nH]2)cc1	-5.0	-9	0.4	23	8	10	-18	-15	0.2
COc1cccc(C2c3c(-c4ccccc4O)n[nH]c3C(=O)N2Cc2ccco2)c1 (stereo not given)	-0.9	-13	1.1	7	5	9	-25	-5	-1.5
C=CCNC1=C(Cl)C(=O)N(c2ccccc2Cl)C1=O	-2.0	14	-0.5	-3	-1	-1	-12	3	-0.3
COc1ccc(CCNC(=S)NCc2ccc(Cl)c(Cl)c2)cc1OC	-2.4	-1	.	-4	1	2	-3	-3	0.5
C=CCC(=O)NC(C)c1cnn(-c2ccccc2C)c1C (stereo not given)	-0.6	23	-2.2	10	1	-9	3	0	1.1
Cn1c(NNC(=O)c2cccc3ccccc23)cc(=O)n(C)c1=O	0.8	-5	0.9	0	3	3	5	-2	-3.5
Cc1ccc(NC2c3ncccc3C(=O)N2Cc2cccs2)cc1C (stereo not given)	-4.0	-3	0.5	1	-5	-2	5	-22	-2.9
CC(=O)Nc1cccc(-c2csc(Nc3cc(C)ccn3)n2)c1	?	-2	0.4	0	-3	7	13	-3	-0.7
CCn1c(CCNC(=O)c2cccs2)nnc1SCC(=O)Nc1ccc(Cl)cc1	-1.1	-13	1.9	13	3	-1	9	4	-1.8
O=C(NCc1nc2ccccc2[nH]1)c1ccco1	-5.3	-10	0.4	2	0	5	4	-7	1.7
COCC(O)CNc1ccccc1 (stereo not given)	0.1	-5	.	-11	0	3	-2	1	0.5
N#Cc1c(Cl)cccc1N1CCSCC1	-1.8	.	.	-5	17	.	.	-5	.
CC(C)CC(NC(=O)OC(C)(C)C)C(=O)NC(C(=O)NC(C)C(N)=O)C(C)C (stereo not given)	-2.9	3	-1.0	6	0	2	-4	6	3.7
COC(=O)c1ccccc1NC(=O)CCc1ccccc1	-2.3	7	0.7	-1	3	1	0	5	-0.6
COc1ccc(C(=O)N/C(=C\c2cccs2)C(=O)N2CCN(C)CC2)cc1OC	-2.4	10	-0.2	-5	1	6	-2	9	-0.5
COc1ccc(C2/C=C\CN(C(=O)c3ccc(C)cc3)CC(=O)N2Cc2ccc(F)cc2)cc1 (stereo not given)	-0.9	8	-1.5	0	3	-2	-6	-1	-0.6
C=CCn1cccc(C(=O)Nc2cc(OC)c(OC)c(OC)c2)c1=O	-2.0	25	.	3	-2	14	7	6	0.4
CCOc1ccc2oc(C(=O)Nc3ccc(C)cn3)c(C)c2c1	-1.3	15	-2.3	-1	0	-14	.	-6	.
CCC(=O)N1CCN(c2ccc(Cl)cc2NC(=O)c2ccc(N3CCCC3)c([N+](=O)[O-])c2)CC1	-3.6	1	0.2	-5	-3	6	-7	4	-0.1
COc1cc(NC(=O)c2cccc(Cl)c2)c(OC)cc1NC(=O)CN1CCCCC1	-5.2	-6	.	4	3	13	6	-9	1.7
COc1cc(/C=N\NC(=O)C2CC3C=CC2C3)ccc1O (stereo not given)	-1.2	14	.	2	-3	-4	-7	-2	1.3

A section taken from the entries so far:
SMILES	FadD28 binding	GDH-TPI counter	BioA inh	PrPC surface inh	FBA Mtb inh	MazEF act	Rv3671c protease	BoNT-F LC inh	UGM FP inh
O=C(c1cc(-c2ccc(Cl)cc2)nc2ccccc12)N1CCOCC1	-1.8	9	-0.8	-5	-2	2	4	4	-1.3
O=C(CN1C(=O)CSc2ccccc21)Nc1ccc2c(c1)OCCO2	-0.6	11	.	-1	2	14	5	-14	-2.9
Cc1onc(-c2ccccc2Cl)c1C(=O)Nc1cccc(S(=O)(=O)NC2=NCCC2)c1	-1.4	-3	.	3	-2	-3	3	2	-2.4
CCCCn1c(N)c(C(=O)OCC2CCCO2)c2nc3ccccc3nc21 (stereo not given)	-9.1	18	5.8	.	+	2	-158	-5	3.1
c1ccc(-c2n[nH]c(-c3ccccc3)c2-c2nc3ccccc3[nH]2)cc1	-5.0	-9	0.4	23	8	10	-18	-15	0.2
COc1cccc(C2c3c(-c4ccccc4O)n[nH]c3C(=O)N2Cc2ccco2)c1 (stereo not given)	-0.9	-13	1.1	7	5	9	-25	-5	-1.5
C=CCNC1=C(Cl)C(=O)N(c2ccccc2Cl)C1=O	-2.0	14	-0.5	-3	-1	-1	-12	3	-0.3
COc1ccc(CCNC(=S)NCc2ccc(Cl)c(Cl)c2)cc1OC	-2.4	-1	.	-4	1	2	-3	-3	0.5
C=CCC(=O)NC(C)c1cnn(-c2ccccc2C)c1C (stereo not given)	-0.6	23	-2.2	10	1	-9	3	0	1.1
Cn1c(NNC(=O)c2cccc3ccccc23)cc(=O)n(C)c1=O	0.8	-5	0.9	0	3	3	5	-2	-3.5
Cc1ccc(NC2c3ncccc3C(=O)N2Cc2cccs2)cc1C (stereo not given)	-4.0	-3	0.5	1	-5	-2	5	-22	-2.9
CC(=O)Nc1cccc(-c2csc(Nc3cc(C)ccn3)n2)c1	?	-2	0.4	0	-3	7	13	-3	-0.7
CCn1c(CCNC(=O)c2cccs2)nnc1SCC(=O)Nc1ccc(Cl)cc1	-1.1	-13	1.9	13	3	-1	9	4	-1.8

The list continues:
SMILES	FadD28 binding	GDH-TPI counter	BioA inh	PrPC surface inh	FBA Mtb inh	MazEF act	Rv3671c protease	BoNT-F LC inh	UGM FP inh
CCCCN(CC)CCCNC(=O)c1cc2c(=O)[nH]c3ccccc3c2s1	-3.8	26	-2.4	-7	72*	12	-4	-27	2.9
COc1ccccc1C(=O)NCC(=O)N/N=C/c1ccncc1	-0.6	-1	.	-6	0	-10	-4	0	2.5
CCOC(=O)c1c(C)[nH]c(NC(=O)Nc2ccc(NC(C)=O)cc2)c1C	-1.2	1	1.5	7	2	-20	.	-10	-1.1
C[C@H]1COC(=O)[C@@H](Cc2ccc(F)cc2)CC/C=C\C[C@H](CC(=O)NCCO)C(=O)N1	0.0	-4	-4.2	2	-3	-29	0	-12	0.5
Cc1occc1-c1nnc(SCC(=O)NCCc2ccccc2)n1C(C)c1ccccc1 (stereo not given)	-0.1	1	-8.3	-5	1	1	-3	-15	-3.9
O=C(NCCOC(=O)c1ccc(S(=O)(=O)N2CCOCC2)cc1)c1cccnc1	-3.8	3	0.2	-1	2	0	1	7	-0.9
COc1ccc(CN2CCC(n3nccc3NC(=O)C3CCCC3)CC2)c(OC)c1	-2.8	4	0.6	-3	-2	1	-6	0	1.6
Cc1nc(CS(=O)(=O)c2ccc(Cl)cc2)sc1C(=O)O	-0.6	13	.	2	4	1	6	?	-2.4
COc1cc(OC)cc(C(=O)N[C@H](C(=O)Nc2ccccc2N2CCOCC2)C(C)C)c1	-6.2	6	-0.1	8	6	4	3	2	4.3
N#CCCn1cc(C(=O)Nc2ccc(C(=O)O)cc2)c(-c2cccs2)n1	-4.3	-5	.	-4	2	0	5	3	1.1
O=C(NCCS(=O)(=O)N1CCCCC1)c1ccccc1	-3.8	10	-0.2	7	-2	-15	-5	.	-0.4
COCCN(C(=O)COC(=O)CCc1ccccc1)c1c(N)n(Cc2ccccc2)c(=O)[nH]c1=O	-0.1	-2	-2.0	3	-4	-4	.	-1	.
COc1ccc(NC(=O)CC(C)n2ccnc2)cc1 (stereo not given)	1.1	5	0.1	-2	-1	7	-1	-21	-0.8
CCN1CCSc2ccc(C(=O)NCc3ccccc3F)cc21	-0.7	12	-1.0	5	87*	4	3	-6	3.4
Cn1nccc1/C=N\NC(=O)c1ccc(Cl)cc1	-1.9	-10	69*	3	2	-2	-3	-1	2.4
COC(=O)C1CCN(C2CN(C3CCCCC3)S(=O)(=O)C2)CC1 (stereo not given)	-2.3	.	2.5	-2	2	.	.	4	.
CCCCNC(=O)C1(C)CCCCN1Cc1ccc(OCc2ccccc2)cc1 (stereo not given)	-6.6	0	0.3	3	-1	.	.	-8	.
O=C(CSc1nc2c(sc3ccccc32)c(=O)n1-c1ccccc1)NCc1ccco1	-1.2	14	.	7	0	7	-2	-12	0.5
CCN1C(=O)[C@@H]2[C@@H](c3ccc(-c4ccc(OC)cc4)cc3)N3CCC[C@@]3(C(=O)OC)[C@@H]2C1=O	-1.5	16	-0.4	1	6	4	-10	-2	-0.1
COC(=O)c1ccc2nc(NC(=O)C(C)(C)C)sc2c1	-10	-2	.	0	-4	6	4	-1	2.1
Cc1ccc(C)c(Cc2c(C)nc(C)[nH]c2=O)c1	-0.3	0	-2.0	0	2	-5	0	-10	0.6
COc1ccc(-c2ncccc2OC(=O)C23CC4CC(CC(C4)C2)C3)cc1	-2.1	-9	0.6	1	20	-5	8	0	-1.2
CC1CCN(C(=O)c2cc3nc(-c4ccccc4)cc(-c4ccccc4)n3n2)CC1	-3.3	-4	-2.4	0	0	-13	-1	-2	1.9
Fc1ccc(-c2nc3ccc(Cl)cn3c2Cc2ccsc2)cc1	0.0	.	0.1	-3	4	.	.	-2	.
CCc1ccc(/C=C2\SC(=S)N(CCCC(=O)N(CCO)c3ccccc3)C2=O)cc1	-4.0	6	-1.3	-1	-5	-2	.	-10	.
Later entries.
SMILES	FadD28 binding	GDH-TPI counter	BioA inh	PrPC surface inh	FBA Mtb inh	MazEF act	Rv3671c protease	BoNT-F LC inh	UGM FP inh
COc1ccc(Cl)cc1NC(=O)CN(C)S(=O)(=O)c1cccs1	-2.0	10	1.3	12	-1	3	-5	-22	1.6
COc1ccc(NC(=O)C/C(C)=N/NC(=O)CCc2ccccc2)c(OC)c1	0.6	4	0.5	9	-2	8	9	-20	2.2
CCn1c(=O)c2[nH]c(SC)nc2n(CC)c1=O	-0.3	0	-0.5	-5	1	-1	.	0	.
N#CC1=C(N)N(c2ccc(F)cc2)C(=O)C1	0.2	4	2.0	6	0	2	-8	4	-1.5
CCCCN1C(=O)/C(=C\c2ccco2)C(=O)N(CCc2ccccc2)C1=O	-2.1	-12	-0.5	2	2	22	-20	-1	-1.0
CNCCOc1ccccc1OC(C)C	-1.6	2	.	7	-1	6	2	-9	-3.7
CC(=O)c1cccc(-c2cnc3c(NC=O)cc(-c4ccc(C(=O)N5CCOCC5)cc4)cn23)c1	-2.4	5	-1.4	-41	2	.	.	-9	.
CC(C)(C)n1nnnc1C(c1ccc(Cl)cc1)N1CCSCC1 (stereo not given)	-0.4	10	.	-1	1	-9	-2	4	-1.2
Cc1cc(C)n(-c2nc3ccccc3c(=O)n2OCCOc2ccccc2)n1	-1.1	3	0.3	0	7	-3	6	-13	-2.8
COC(=O)[C@]1(C)N[C@H](CN(C)C(C)=O)[C@@H]2C(=O)N(C)C(=O)[C@@H]21	-3.3	-3	1.1	0	-2	5	5	2	.
CC(C)CCOCC1CC2(CC(C)(c3csc(N)n3)OC2=O)C(=O)O1 (stereo not given)	-0.3	1	-0.9	-8	3	-14	6	2	-4.8
Cn1cc(C(=O)N/N=C/C2=C(N3CCOCC3)C(=C/c3ccc([N+](=O)[O-])cc3)/CC2)ccc1=O	-2.2	12	-0.3	-3	-1	2	-3	-11	-1.7
CC(C)(NC(=O)N1CCOCC1)c1cccc(C(C)(C)NC(=O)N2CCOCC2)c1	-0.5	4	-0.1	2	1	-9	1	-13	1.1
Clc1ccc(-n2cccc2/C=N/n2cnnc2)cc1	-1.0	7	-0.4	-1	-3	-1	3	0	0.2
CN(C)S(=O)(=O)N1CCN(C(=O)N(c2ccccc2)c2ccccc2)CC1	-3.7	-2	-1.0	5	0	-10	0	2	-1.0
COc1cc(-n2nnnc2SCC(=O)N2CCN(c3ccc(F)cc3)CC2)c(OC)cc1Cl	-1.5	1	.	-5	0	-2	.	-1	.

Pulled by compound from the entries so far:
SMILES	FadD28 binding	GDH-TPI counter	BioA inh	PrPC surface inh	FBA Mtb inh	MazEF act	Rv3671c protease	BoNT-F LC inh	UGM FP inh
COc1cccc(C2c3c(-c4ccccc4O)n[nH]c3C(=O)N2Cc2ccco2)c1 (stereo not given)	-0.9	-13	1.1	7	5	9	-25	-5	-1.5
N#CCCn1cc(C(=O)Nc2ccc(C(=O)O)cc2)c(-c2cccs2)n1	-4.3	-5	.	-4	2	0	5	3	1.1
